Assay outcomes (PubChem BioAssay)
phage Ecoli inh: E. coli growth loss with phage present | growth absorbance | inhibition, % at 11.9 µM | 360,000 compounds, 0.26% hits; in the data active means inhibition above about 11%
Wnt act: Wnt/beta-catenin pathway activation; AID 743398; 300,000 compounds, 1.2% hits; activation, % at 9.35 µM; Wnt/beta-catenin reporter cell assay, activator, plate reader; in the data active means activation above about 30%, passing the limit was not always enough;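 further: 0% = neutral control wells and 100% = positive control wells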
DAGLB inhibitor: blocks human DAGLB lipase activity; AID 504411; Q8NCG7; inhibition, % at 5.17 µM; HEK293T DAGLB membrane lysate, EnzChek fluorogenic substrate; 340,000 compounds, 0.059% hits; in the data active means inhibition above about 34%;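 further: 0% = enzyme with vehicle and 100% = wells lacking enzyme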
Target sequence (Q8NCG7 whole entry, looked up): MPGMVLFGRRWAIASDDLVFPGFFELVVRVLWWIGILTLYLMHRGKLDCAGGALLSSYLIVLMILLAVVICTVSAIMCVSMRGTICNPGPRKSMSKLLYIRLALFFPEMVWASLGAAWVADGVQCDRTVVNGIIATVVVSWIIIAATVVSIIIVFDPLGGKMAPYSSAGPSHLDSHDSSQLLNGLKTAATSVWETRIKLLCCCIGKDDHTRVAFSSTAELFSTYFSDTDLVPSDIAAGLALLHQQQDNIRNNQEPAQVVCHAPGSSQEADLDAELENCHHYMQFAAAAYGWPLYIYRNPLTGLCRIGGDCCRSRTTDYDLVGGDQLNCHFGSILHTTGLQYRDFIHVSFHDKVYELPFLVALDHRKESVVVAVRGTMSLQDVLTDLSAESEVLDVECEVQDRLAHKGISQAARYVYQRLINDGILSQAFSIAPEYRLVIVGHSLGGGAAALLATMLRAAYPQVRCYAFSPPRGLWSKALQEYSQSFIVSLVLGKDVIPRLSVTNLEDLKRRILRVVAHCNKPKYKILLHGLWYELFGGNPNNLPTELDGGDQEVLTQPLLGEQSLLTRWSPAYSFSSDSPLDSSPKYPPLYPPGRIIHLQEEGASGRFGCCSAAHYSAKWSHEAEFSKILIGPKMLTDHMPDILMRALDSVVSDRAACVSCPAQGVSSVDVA
The depositor's hits bear a star. Some of the compounds tested; the hit share may differ from the screen's.

SMILES	phage Ecoli inh	Wnt act	DAGLB inhibitor
COCCNc1nc2c(c(=O)n(C)c(=O)n2C)n1CCCc1ccccc1	3.0	-1.3	1.1
O=C(OCc1cn([C@H]2CN(C(=O)c3cccs3)[C@@H](c3ccc(Cl)cc3)C[C@@H]2O)nn1)c1ccccc1	0.5	-2.4	-1.2
COCCCN1C(=O)C(CC(=O)NCCCCc2ccccc2)CC(C(=O)N2CCOCC2)=C1C (stereo unspecified)	1.0	-1.2	-2.0
CC1CCCC(C)N1C(=O)CN1C(=O)NC2(CCCCCC2)C1=O (stereo unspecified)	2.7	-0.3	0.1
COc1cc2c(cc1OC)C1CCc3cc4c(cc3C1N=C2)OCO4 (stereo unspecified)	3.6	50.5*	-0.7
CN[C@H](C)C(=O)NC[C@H]1O[C@@H](n2ccc(N)nc2=O)[C@H](O)[C@@H]1O	2.4	-0.7	1.6
O=C1NC(Cc2ccc(O)cc2)c2nc3cc(F)ccc3c(=O)n2-c2cc3ccccc3cc21 (stereo unspecified)	3.6	-1.5	4.5
CNC(=O)C[C@H]1C(=O)N(c2ccc(Br)cc2)C[C@@H]1CSC	4.9	-0.8	-0.8
CCN1C(=O)[C@H]2[C@@H](c3ccc(C(F)(F)F)cc3)N[C@]3(CCCN(Cc4ccc(C(F)(F)F)cc4)C3=O)[C@H]2C1=O	-1.0	-2.0	-5.7
C[C@@H]1CN([C@@H](C)CO)C(=O)c2cc(NC(=O)c3ccccc3)ccc2O[C@@H](C)CCCCO[C@@H]1CN(C)S(=O)(=O)c1ccc(F)cc1	0.4	-1.9	-13.0
CN(C(=O)COC(=O)c1cccc(S(=O)(=O)N2CCCCCC2)c1)c1ccccc1	1.9	-0.2	-3.4
CCCN(C(=O)COC(=O)CCC(=O)c1ccccc1)c1c(N)n(Cc2ccccc2)c(=O)[nH]c1=O	1.6	-1.2	4.5
COc1ccc(CC(O)CO)cc1OCc1ccccc1 (stereo unspecified)	1.5	-6.6	0.6
C[C@@H]1CN([C@@H](C)CO)C(=O)CCCn2cc(nn2)CO[C@H]1CN(C)C(=O)c1cc(-c2ccccc2)on1	2.5	-0.2	-3.2
COc1ccccc1NC(=O)N(C)C[C@H]1OCc2cnnn2CCCC(=O)N([C@H](C)CO)C[C@@H]1C	2.8	-0.1	-0.6
O=C(NC1CC1)c1ccccc1NC(=O)c1ccccc1OC(F)F	1.7	1.3	0.8
COc1ccc(-c2csc(N(CCCN(C)C)C(=O)c3ccc(OC)c(OC)c3)n2)cc1	2.9	-2.5	-1.4
COc1ccc(NC(=O)CN(C)C(=O)c2ccc3c(c2)CC(c2ccccc2)OC3=O)cc1 (stereo unspecified)	0.3	-0.9	2.4
C[C@@H]1CN([C@@H](C)CO)C(=O)CCCn2nncc2CO[C@H]1CN(C)C(=O)Nc1ccc(C(F)(F)F)cc1	4.9	-1.0	-1.0
c1ccc(NN(Cc2cnccn2)c2ccccc2)cc1	2.7	-6.2	1.6
Cc1cccc(-c2nc(CCNC(=O)c3ccco3)cs2)c1	1.0	3.5	-2.8
O=C(Nc1ccc2c3c(cccc13)CC2)c1ccccc1	0.2	16.3	-5.9
C[C@H]1CN([C@@H](C)CO)C(=O)CCCn2nncc2CO[C@@H]1CN(C)Cc1ccc(Oc2ccccc2)cc1	2.6	-0.8	2.0
O=C1COc2ccc(C(=O)COC(=O)CCCOc3ccccc3)cc2N1	3.6	-0.1	-2.4
CCOC(=O)C1=C(COC(=O)C2CC(=O)N(c3ccccc3CC)C2)NC(=O)NC1C (stereo unspecified)	0.8	-1.4	1.3
C[C@H]1CN([C@@H](C)CO)C(=O)CCCn2nncc2CO[C@H]1CN(C)C(=O)c1ccc2ccn(C)c2c1	-0.9	-0.9	0.0
O=C1CNC(=O)c2cc(Cl)ccc2N1	3.4	-0.2	0.9
CN(CCCn1ccc(NC(=O)OCc2ccccc2)nc1=O)Cc1ccco1	1.0	-1.4	-3.0
c1ccc(Cc2c(-c3ccccc3)nc3c4ccccc4ccn23)cc1	2.9	1.1	-1.7
CC1=C(C(=O)N(C)C)CC(CC(=O)NCc2cccs2)C(=O)N1CCCN1CCCC1=O (stereo unspecified)	4.2	-1.5	-2.8
COc1cccc(CN2CC(C(=O)NCCc3nccs3)CCC2=O)c1 (stereo unspecified)	3.0	-1.7	-2.9
C[C@H](CO)N1C[C@H](C)[C@@H](CN(C)C(=O)Nc2ccc(C(C)(C)C)cc2)OCc2cnnn2CCCC1=O	1.8	-1.0	2.3
O=C(c1ccco1)N1CCC2CC1c1c(Cl)cccc12 (stereo unspecified)	3.4	-0.8	0.7
O=C(COC(=O)Cc1c(Cl)cccc1Cl)NCc1ccccc1	4.6	-0.6	-12.5
Cn1cnnc1SCC(=O)N1CCc2ccccc2C1	1.8	-1.8	-1.8
C=CCn1c(SCC(=O)NC2CCCC2)nc2ccccc21	1.9	-2.8	3.2
O=C(OCc1cn([C@H]2C[C@H](c3ccccc3)N(Cc3cccs3)C[C@@H]2O)nn1)c1ccccc1	1.0	-0.3	-2.5
COc1ccccc1N1CC(C(=O)OC(C)C(=O)Nc2ccc(F)cc2)CC1=O (stereo unspecified)	1.1	1.2	2.6
O=C(CCCN1C(=O)/C(=C\c2cccs2)SC1=S)Nc1ccccc1O	1.6	-2.4	-1.2
Cc1ccc2c(=O)n3c(nc2c1)C(Cc1ccccc1)NC(=O)c1cc2ccccc2cc1-3 (stereo unspecified)	2.1	-3.1	9.7

Reformatted with values under each structure: 21 of the compounds above
Value order: phage Ecoli inh, Wnt act, DAGLB inhibitor
COc1ccc(-c2csc(N(CCCN(C)C)C(=O)c3ccc(OC)c(OC)c3)n2)cc1
 : 2.9, -2.5, -1.4
COc1ccc(NC(=O)CN(C)C(=O)c2ccc3c(c2)CC(c2ccccc2)OC3=O)cc1 (stereo unspecified)
 : 0.3, -0.9, 2.4
C[C@@H]1CN([C@@H](C)CO)C(=O)CCCn2nncc2CO[C@H]1CN(C)C(=O)Nc1ccc(C(F)(F)F)cc1
 : 4.9, -1.0, -1.0
c1ccc(NN(Cc2cnccn2)c2ccccc2)cc1
 : 2.7, -6.2, 1.6
Cc1cccc(-c2nc(CCNC(=O)c3ccco3)cs2)c1
 : 1.0, 3.5, -2.8
O=C(Nc1ccc2c3c(cccc13)CC2)c1ccccc1
 : 0.2, 16.3, -5.9
C[C@H]1CN([C@@H](C)CO)C(=O)CCCn2nncc2CO[C@@H]1CN(C)Cc1ccc(Oc2ccccc2)cc1
 : 2.6, -0.8, 2.0
O=C1COc2ccc(C(=O)COC(=O)CCCOc3ccccc3)cc2N1
 : 3.6, -0.1, -2.4
CCOC(=O)C1=C(COC(=O)C2CC(=O)N(c3ccccc3CC)C2)NC(=O)NC1C (stereo unspecified)
 : 0.8, -1.4, 1.3
C[C@H]1CN([C@@H](C)CO)C(=O)CCCn2nncc2CO[C@H]1CN(C)C(=O)c1ccc2ccn(C)c2c1
 : -0.9, -0.9, 0.0
O=C1CNC(=O)c2cc(Cl)ccc2N1
 : 3.4, -0.2, 0.9
CN(CCCn1ccc(NC(=O)OCc2ccccc2)nc1=O)Cc1ccco1
 : 1.0, -1.4, -3.0
c1ccc(Cc2c(-c3ccccc3)nc3c4ccccc4ccn23)cc1
 : 2.9, 1.1, -1.7
CC1=C(C(=O)N(C)C)CC(CC(=O)NCc2cccs2)C(=O)N1CCCN1CCCC1=O (stereo unspecified)
 : 4.2, -1.5, -2.8
COc1cccc(CN2CC(C(=O)NCCc3nccs3)CCC2=O)c1 (stereo unspecified)
 : 3.0, -1.7, -2.9
C[C@H](CO)N1C[C@H](C)[C@@H](CN(C)C(=O)Nc2ccc(C(C)(C)C)cc2)OCc2cnnn2CCCC1=O
 : 1.8, -1.0, 2.3
O=C(c1ccco1)N1CCC2CC1c1c(Cl)cccc12 (stereo unspecified)
 : 3.4, -0.8, 0.7
O=C(COC(=O)Cc1c(Cl)cccc1Cl)NCc1ccccc1
 : 4.6, -0.6, -12.5
Cn1cnnc1SCC(=O)N1CCc2ccccc2C1
 : 1.8, -1.8, -1.8
C=CCn1c(SCC(=O)NC2CCCC2)nc2ccccc21
 : 1.9, -2.8, 3.2
O=C(OCc1cn([C@H]2C[C@H](c3ccccc3)N(Cc3cccs3)C[C@@H]2O)nn1)c1ccccc1
 : 1.0, -0.3, -2.5

Later entries
SMILES	phage Ecoli inh	Wnt act	DAGLB inhibitor
O=C(CN1C(=O)C2CC=CCC2C1=O)Nc1ccc(F)c(Cl)c1 (stereo unspecified)	3.8	-4.2	-0.7
CC(C)(C)c1ccc(C(=O)NCc2nnc(SCC(=O)N3CCCC3)o2)cc1	2.1	-3.1	1.5
CC1C(=O)N(Cc2cn(CCC3OCCCO3)nn2)CCS(=O)(=O)N1Cc1ccc(-c2ccc(F)nc2)cc1 (stereo unspecified)	3.4	8.0	-1.1
CC(=O)c1ccc(Nc2ncnc3ccc(Br)cc23)cc1	-0.7	-1.7	0.3
COc1ccc(NC(=O)N(C)C[C@@H]2Oc3cc(C#CCN(C)C)ccc3S(=O)(=O)N([C@H](C)CO)C[C@H]2C)cc1	2.0	-2.5	2.7
COc1cccc(S(=O)(=O)N(C)C[C@@H]2OCc3cn(nn3)CCCC(=O)N([C@H](C)CO)C[C@H]2C)c1	2.6	-0.8	0.1
COc1ccc(-n2nc3ccc(N)cc3n2)cc1	0.3	-1.1	3.2
C[C@H]1Cn2cnc(C(=O)Nc3ccc(CNC(=O)OC(C)(C)C)cc3)c2C(=O)N1	2.8	-2.4	-2.3
CC(C)OC(=O)N(C)C[C@H]1OCc2cnnn2CCCC(=O)N([C@@H](C)CO)C[C@H]1C	1.0	-1.4	-3.2
CCC(O)c1cnc(OCc2ccccc2)nc1OCc1ccccc1 (stereo unspecified)	1.6	-3.9	-6.9
C[C@@H]1CN([C@H](C)CO)C(=O)c2cc(Br)cnc2O[C@H]1CN(C)C(=O)CC1CC1	3.4	1.4	-1.5
CN1CC(O)(C(O)C(O)C(O)CO)SC1=S (stereo unspecified)	1.0	-7.2	-8.1
COc1ccc(CNC(=O)C2CCCN2C(=O)Nc2cccc(Cl)c2)cc1 (stereo unspecified)	3.9	-1.0	-1.6
CC(Sc1ccc(S(=O)(=O)N2CCCCC2)cn1)C(N)=O (stereo unspecified)	-0.6	-0.2	0.8
C[C@H]1CN(c2ccccc2)C(=O)[C@@H]1CC(=O)Nc1ccccc1	0.7	-1.4	-2.8
COc1cc2c(cc1CNC[C@H]1O[C@@H](n3ccc(N)nc3=O)[C@H](O)[C@@H]1O)OCO2	2.0	-3.1	0.5
CCOc1ccc(C2C3=C(CC(C)(C)CC3=O)N(CCCOC)C3=C2C(=O)CC(C)(C)C3)cc1OC	2.6	-1.2	3.7
O=C(c1ccc(CS(=O)c2ccccc2Cl)o1)N1CCN(C2CCCCC2)CC1 (stereo unspecified)	-1.9	2.5	-4.1
CC1(C)CC(=Cc2ccccc2[N+](=O)[O-])C(=O)c2ccccc21	3.0	8.7	-4.3
CCOC(=O)C1(COCc2ccccc2)CCCCC1=O (stereo unspecified)	0.2	-0.4	-2.0
C[C@@H]1CN([C@H](C)CO)C(=O)CCCn2cc(nn2)CO[C@H]1CN(C)S(=O)(=O)c1cccc(C#N)c1	3.0	-0.7	-0.9
O=C(O)CNc1nc(NCc2ccc(Cl)cc2)ccc1[N+](=O)[O-]	4.2	3.2	3.1
CC1(c2ccccc2)NC(=O)N(CC(=O)N2CCc3ccccc32)C1=O (stereo unspecified)	2.5	-3.3	0.0
O=C(c1ccc(Cl)cc1)N1CCN(c2ccc(N3CCOCC3)nn2)CC1	3.7	-6.2	2.4
O=C(CN1CCCc2ccccc21)Nc1cccc(S(=O)(=O)N2CCCC2)c1	0.5	-2.0	-6.0
CC1=C(C(=O)N(C)C)CC(CC(=O)NCCCCc2ccccc2)C(=O)N1Cc1ccc(F)cc1 (stereo unspecified)	2.4	-1.1	-1.6
C[C@H]1CN([C@@H](C)CO)C(=O)c2cc(Br)cnc2O[C@H]1CN(C)C(=O)c1ccccn1	3.2	-2.8	2.7
C[C@@H]1CN([C@@H](C)CO)C(=O)CCCn2nncc2CO[C@H]1CN(C)Cc1ccc(Cl)c(Cl)c1	2.7	-1.4	-1.7
COc1ccc(OC)c(NC(=O)CCNS(=O)(=O)c2ccc3c(c2)CC(C)N3C(C)=O)c1 (stereo unspecified)	0.4	-3.1	1.0
CCCCCC(=O)N1C[C@H](O)[C@@H](n2cc(C3CC3)nn2)C[C@@H]1c1ccc(OC)cc1	2.6	-1.2	1.1
Cc1ccc(S(=O)(=O)NN=CC=CC=NNS(=O)(=O)c2ccc(C)cc2)cc1	0.0	2.6	1.6
CN1OC[C@@H]2CN(S(=O)(=O)c3cccc4ccccc34)[C@H](c3ccc(-c4ccccc4)cc3)C[C@@H]21	-1.2	-1.6	-8.6
O=C(NCC(=O)N1CCN(Cc2c(F)cccc2Cl)CC1)c1cccs1	1.7	1.6	1.1
Cn1c(N)c(C(=O)N2CCN(c3ccccc3)CC2)c(=O)n(C)c1=O	2.4	3.2	-0.6
Cn1c(=O)c2c(-c3ccccc3)n(-c3ccccc3)cc2n(C)c1=O	3.4	-1.8	-2.4
Cn1c(SCC(=O)N2CCCC2)nc2c(c1=O)SCC2	1.1	1.9	-3.4
